From PubChem BioAssay
SENP1 FRET inh = inhibitors of human SENP1 SUMO protease catalytic domain; recombinant SENP1 catalytic domain, CyPet-SUMO1-YPet FRET cleavage; inhibition, % at 10 µM; 0.21% of 360,000 active; AID 624204;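 active means inhibition at least 30% at 10 µM, raw YFP signal under a set limit, fluorescence ratio 0.5 to 1.5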;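 further: 0% = enzyme with DMSO and 100% = no enzyme wells; some results filed as inactive read as strong as hits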
Target sequence (Q9P0U3 419-644 limits assumed): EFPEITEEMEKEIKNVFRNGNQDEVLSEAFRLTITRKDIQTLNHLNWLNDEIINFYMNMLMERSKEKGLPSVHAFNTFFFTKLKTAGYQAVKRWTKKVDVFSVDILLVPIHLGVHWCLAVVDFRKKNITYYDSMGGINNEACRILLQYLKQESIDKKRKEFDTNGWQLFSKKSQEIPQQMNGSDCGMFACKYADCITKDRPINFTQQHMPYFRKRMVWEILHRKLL
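system = hSENP1 catalytic domain, recombinant | reagent = SFCypet-SUMO1-SFYpet substrate at 25 nM | doses = one dose per compound, 10 µM, 0.5% DMSO | incubation = enzyme reaction for 50 min at room temperature, dark | measured by = FRET, CFP and YFP emission | controls = no-enzyme low, enzyme-DMSO high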
MPTP inh = blocks calcium-induced mitochondrial swelling; isolated mouse mitochondria, Ca2+ swelling absorbance, 30 min; inhibition, % at 10 µM; 1.4% of 360,000 active; AID 602449;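 active means inhibition of 50% or more, scaled per plate between neutral and stimulator controls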;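 further: 0% = DMSO wells given calcium and 100% = 1 mM EGTA wells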
SENP6 inh = SENP6 protease inhibition; AID 2599; Recombinant SENP6 catalytic domain, aminoluciferin luminescence; inhibition, % at 10 µM; Q9GZR1; 1.8% of 330,000 active;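 active means inhibition above about 50% at the single tested dose, limit read from the data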;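 further: plate controls were DMSO wells with enzyme for no effect and DMSO wells lacking enzyme for full effect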
PfG6PD inh = PfG6PD (Plasmodium falciparum) enzyme inhibition | PfGluPho enzyme, NADPH resazurin-diaphorase fluorescence | inhibition, % at 20 µM | 0.78% of 350,000 active;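 active means inhibition reaching at least a set limit at 20 µM in the primary screen, cut at about 59% in these data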;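 further: 0% = DMSO wells with substrate and 100% = DMSO wells lacking glucose-6-phosphate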
NR3A LBD binder = NR3A (human) ligand-binding domain modulation; NR3A LBD differential scanning fluorimetry, Tm shift; 0% = protein alone, 100% = glycine-bound protein; Tm shift relative to glycine control, % at 25 µM; AID 1259313; 2.5% of 340,000 active;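 active means melting temperature shift of at least 10% of the positive control shift, at one fixed dose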
SENP8 block = inhibitors of human SENP8 protease; Q96LD8; recombinant SENP8, Nedd8 substrate fluorescence; inhibition, % at 20 µM; 0.64% of 360,000 active; in the data active means inhibition mostly above about 40%, no sharp cut-off; inactive means mostly below about 27%
Target sequence (Q96LD8 whole entry, looked up): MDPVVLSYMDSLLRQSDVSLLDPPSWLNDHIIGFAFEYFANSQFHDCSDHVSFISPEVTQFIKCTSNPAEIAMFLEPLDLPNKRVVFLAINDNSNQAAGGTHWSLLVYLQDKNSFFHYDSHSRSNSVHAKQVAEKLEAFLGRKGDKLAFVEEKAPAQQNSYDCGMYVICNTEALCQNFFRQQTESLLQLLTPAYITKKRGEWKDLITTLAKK
ATG4B inhibitor = ATG4B (human) cysteine protease inhibition; Q9Y4P1; ATG4B cleavage of LC3-PLA2, NBD-HPC fluorescence, 1 h; inhibition, % at 8.33 µM; 0.51% of 340,000 active; AID 504462; in the data active means inhibition above about 40%
hIAP act = increases human intestinal alkaline phosphatase activity; P09923; purified human IAP, CDP-Star luminescence, 30 min; stronger effect = higher value; 1 = vehicle-only enzyme, 0 = enzyme-free background; activation factor at 10 µM; 0.16% of 330,000 active;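 active means activation factor of the enzyme at least 2-fold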; further: the source names both 10 and 20 µM as test concentration; values of inactives mirror those of a sister screen read the other way
Target sequence (P09923 whole entry, looked up): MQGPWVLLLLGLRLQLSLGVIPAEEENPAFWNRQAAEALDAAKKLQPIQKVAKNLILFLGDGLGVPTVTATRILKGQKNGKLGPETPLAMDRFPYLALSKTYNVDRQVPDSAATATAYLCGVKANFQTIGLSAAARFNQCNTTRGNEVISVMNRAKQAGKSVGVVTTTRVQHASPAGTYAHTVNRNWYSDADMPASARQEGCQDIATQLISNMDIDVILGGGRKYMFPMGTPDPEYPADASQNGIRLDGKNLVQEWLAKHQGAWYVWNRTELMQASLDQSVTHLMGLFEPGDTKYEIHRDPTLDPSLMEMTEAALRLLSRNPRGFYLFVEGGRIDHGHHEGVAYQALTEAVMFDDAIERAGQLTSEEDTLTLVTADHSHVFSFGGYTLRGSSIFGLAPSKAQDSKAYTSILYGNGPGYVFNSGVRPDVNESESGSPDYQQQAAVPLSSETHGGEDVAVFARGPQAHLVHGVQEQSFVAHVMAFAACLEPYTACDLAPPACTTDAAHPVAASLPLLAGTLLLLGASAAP
* = called active by the depositor; nt = not tested or not shown.

Molecule	SENP1 FRET inh	MPTP inh	SENP6 inh	PfG6PD inh	NR3A LBD binder	SENP8 block	ATG4B inhibitor	hIAP act
S=C(NCc1cccs1)Nc1cccc(Cl)c1	1	91*	-3	9	2	7	33	0.98
Cc1ccsc1C(=O)c1sccc1C	0	1.3	16	16	0	23	-2	0.81
Cc1ccc(N(Cc2cc3ccc(C)cc3[nH]c2=O)C(=O)c2ccco2)cc1	-1	1.6	0	39	-4	-34	-2	0.86
Cc1ccc(NC(=O)NCc2ccccn2)cc1Cl	0	-1.3	-7	-1	-16	10	2	1.1
NNC(=O)CSc1ncc(-c2ccccc2)[nH]1	1	0.6	-23	-8	-1	0	1	1
CC1(C)Cc2nc3oc4c(NCc5ccccc5)ncnc4c3cc2CO1	-3	-0.2	-5	0	-1	-334	-7	1.1
CC1CCCN(C(C(=O)Nc2ccc(C(C)C)cc2)c2ccc3c(c2)OCO3)C1 (configuration not stated)	-1	18	2	41	2	17	-6	0.82
COc1ccc(C(=O)NC(=S)NNC(=O)c2ccco2)cc1	3	-0.6	-2	-23	-2	0	0	1.4
N#Cc1cc2ccccc2nc1SCC(=O)Nc1ccccc1N1CCOCC1	9	-0.8	nt	-26	3	14	5	nt
O=[N+]([O-])c1cccc(/C=N/NC2CCS(=O)(=O)C2)c1 (configuration not stated)	1	1.9	15	8	0	13	1	1
CCOC(=O)c1cnc(-n2nc(C)cc2C)nc1NCc1ccccc1	1	4.6	-5	20	-3	-24	-10	1.3
COc1cccc(/C=N\NC(=O)C2C(=O)NCC2c2ccccc2)c1O (configuration not stated)	-4	-0.7	2	-53	-2	-189	-2	1
O=C(Nc1cccnc1)c1cc2c(ccc3ccccc32)o1	4	3.8	67*	10	4	-18	-12	0.88
CCOC(=O)CSc1nnc(NC(=O)c2cccc(S(=O)(=O)N3CCCCCC3)c2)s1	2	-1.8	-10	-16	-7	-28	11	0.83
CCN(C(=O)COC(=O)CCC1CCCC1)c1c(N)n(Cc2ccccc2)c(=O)[nH]c1=O	-2	-0.2	-10	-1	-1	-9	0	0.99
COc1cccc(-c2noc(-c3ccc(Br)o3)n2)c1	2	7.1	2	9	2	13	0	0.94
COCc1ccc(C(=O)N2CCC(CCC(=O)Nc3cccc(C)c3)CC2)s1	0	-2.6	10	3	-1	-2	19	1
COCCNC(=O)C(c1cccnc1)N(Cc1ccccc1)C(=O)Cn1nnc2ccccc21 (configuration not stated)	1	1.4	-17	-2	-2	11	2	1
Cc1ccccc1C(=O)N/N=C/c1ccc([N+](=O)[O-])s1	-9	0.9	44	35	-6	38	-5	0.95
O=C1CC(N2CCOCC2)C(=O)N1CCc1ccccc1 (configuration not stated)	2	-4.5	5	0	-2	7	-6	1.1
Nc1cnnc(N/N=C\c2ccccc2)c1Cl	1	1.3	8	-7	0	-54	-2	1
CCOC(=O)c1[nH]c(C)c(C(=O)Nc2ccc3c(c2)OCCO3)c1C	0	-1.1	4	3	-2	30	-1	0.97
C=CC[C@H](CC(=O)N[C@H](CO)Cc1ccccc1)C(=O)N[C@H](COC(=O)[C@@H](CC=C)Cc1ccc(F)cc1)Cc1c[nH]c2ccccc12	2	1.6	nt	7	-1	1	-13	nt
Cc1cccc(NC(=S)NC2CC3CCCC(C2)N3Cc2ccccc2)c1C (configuration not stated)	2	-1.7	-3	-7	0	10	21	1.2

Limited to SENP6 inh and MPTP inh, for four of the compounds above:
Compound	SENP6 inh	MPTP inh
COc1cccc(-c2noc(-c3ccc(Br)o3)n2)c1	2	7.1
CCOC(=O)CSc1nnc(NC(=O)c2cccc(S(=O)(=O)N3CCCCCC3)c2)s1	-10	-1.8
O=C1CC(N2CCOCC2)C(=O)N1CCc1ccccc1 (configuration not stated)	5	-4.5
CCOC(=O)c1[nH]c(C)c(C(=O)Nc2ccc3c(c2)OCCO3)c1C	4	-1.1

Following part:
Molecule	SENP1 FRET inh	MPTP inh	SENP6 inh	PfG6PD inh	NR3A LBD binder	SENP8 block	ATG4B inhibitor	hIAP act
CC1CCN(CC(=O)NCCc2ccc(F)cc2)CC1	1	-0.4	-8	3	1	18	-11	1.1
CNC(=S)N1N=C(c2ccc(C)cc2)CC1c1ccc(Br)cc1 (configuration not stated)	1	5.5	-9	7	-2	2	-6	1.2
O=C(Nc1cc(Oc2ccccc2)cc([N+](=O)[O-])c1)C12CC3CC(C1)CC(n1cnc(Cl)n1)(C3)C2	-15	82*	2	6	-4	17	-16	1.3
C=CCN(CC=C)CCOc1cccc2ccccc12	3	0.2	-5	9	12*	4	3	1
Cc1ccc(S(=O)(=O)CCC(=O)N(CCN2CCOCC2)c2nc3ccccc3s2)cc1	0	-2.1	11	6	4	12	3	1.1
NC(=NCCc1ccccc1)NS(=O)(=O)c1ccccc1F	-3	-0.9	9	1	1	10	-10	1
COc1ccccc1NC(=O)c1ccc(NC(=O)CN(C)Cc2ccccc2F)cc1	0	-0.2	4	-9	-8	7	7	1
Cc1nn(C)cc1S(=O)(=O)Nc1ccc2c(c1)OCCO2	1	1.2	4	-20	-3	7	-4	0.84
C/C(=N\NC(=O)OC(C)(C)C)c1ccc[nH]1	-1	-2.7	38	-18	0	10	13	0.96
C/C(CC(=O)Nc1ccc(Cl)c(C(F)(F)F)c1)=N\NC(N)=S	0	-0.6	6	16	-1	2	-8	1.1
Cc1ccc(Cn2c(SCC(=O)NCC3CCCO3)nc3ccsc3c2=O)cc1 (configuration not stated)	-2	1.2	3	-8	-1	5	4	0.77
O=C(COc1ccccc1)NNC(=O)c1cc2ccccc2o1	3	0.5	-5	-1	-3	18	9	1.4
COc1ccc(NC(=O)COC(=O)CCSc2ccccc2)cc1OC	4	-1.1	-17	0	2	12	-59	0.96
CC(C)N(CCCNC(=O)C1CCC(CNS(=O)(=O)c2ccccc2)CC1)Cc1ccccc1 (configuration not stated)	2	-0.4	5	20	1	12	0	1
Cc1ccnc(N2CCC(C(=O)Nc3cccc(C(F)(F)F)c3)CC2)n1	-1	9.7	5	22	-6	-53	0	1.1
CCOC(=O)c1ccc(Oc2ccc(C(F)(F)F)cn2)cc1	0	0.2	-4	-10	-3	9	8	0.98
O=C(Nc1ccncc1)c1ccc(Cl)c([N+](=O)[O-])c1	0	1.0	-2	8	4	10	-12	0.87
CC1CCN(C(=O)c2ccc([N+](=O)[O-])o2)CC1	2	-0.7	2	-16	-1	18	2	0.85
Cc1cccc(NC(=O)COC(=O)c2c(-c3ccccc3)noc2C)c1	3	-0.6	nt	-1	nt	21	nt	nt
COC(=O)c1cc2occc2n1Cc1nc(-c2ccc(Cl)cc2)oc1C	-11	2.9	-7	7	2	11	7	0.78
O=C(NC1CCCCCC1)C1CC(=O)N(Cc2ccccc2)C1 (configuration not stated)	2	-0.3	1	-3	0	5	-5	0.97
COc1cc(O)c(C(CC(=O)N2CCCC(C)C2)c2cc(OC)c(OC)c(OC)c2)c(OC)c1 (configuration not stated)	4	0.1	-13	-1	5	12	-10	1.1
Cn1c(=O)c2c(nc(CN3CCN(c4ccccc4)CC3)n2Cc2c(F)cccc2Cl)n(C)c1=O	0	3.0	-14	1	-5	14	-10	0.96
COc1cccc2cc(C(=O)C3=C(O)C(=O)N(CCN4CCOCC4)C3c3cccc(Cl)c3)oc12 (configuration not stated)	-3	-0.1	6	-18	-1	-32	-7	1.1
COC(=O)CSc1ccnc2cc(Cl)ccc12	2	-0.2	-14	6	0	14	-4	1.1
O=C(CCC(=O)NC1CCCCCC1)Nc1nnc(C(F)(F)F)s1	-1	-0.7	-7	-3	-1	18	3	0.8
CSCCC(NC(=O)OCc1ccccc1)C(=O)NCc1cccnc1 (configuration not stated)	-3	-0.1	-6	-3	-2	10	-3	0.97
O/N=C(/c1ccc(F)cc1)C1CC1c1c(F)cccc1Cl (configuration not stated)	-2	0.8	-7	-8	1	12	48*	0.97
O=S(=O)(c1ccc(Cl)c(NC(=S)Nc2cccc(O)c2)c1)N1CCOCC1	3	0.1	10	-10	5	13	-2	1
CC1CCN(S(=O)(=O)c2ccc3c(c2)c(=O)c(C(=O)N2CCOCC2)cn3C)CC1	-1	-2.1	1	-28	1	12	-3	0.97
O=C(Nc1ncc(Cc2ccccc2)s1)C1CCCO1 (configuration not stated)	2	-0.2	-4	0	-1	15	-1	0.89
COc1cccc(CNC(=O)c2cccc(S(=O)(=O)N3CCN(C)CC3)c2)c1	2	0.3	3	4	-1	6	-8	1.1
Cc1cc(N=CC2=C(O)CCCC2=O)no1	-1	0.2	-12	-9	0	16	-5	1.1
O=C(CCS(=O)(=O)c1ccc(Cl)cc1)Nc1ccc(N2CCOCC2)cc1	1	4.3	3	11	-2	21	0	0.87
COc1cccc(CNC(=O)c2n[nH]c3ccccc23)c1	1	-0.9	-20	3	-2	0	-3	1.1
Cc1ccc(S(=O)(=O)N2CCCCC2)cc1C(=O)NCc1ccccn1	-1	3.0	-18	-2	-4	27	-6	1

Rewritten with two lines to a compound: entries from further up.
The line under a structure holds: SENP1 FRET inh, MPTP inh, SENP6 inh, PfG6PD inh, NR3A LBD binder, SENP8 block, ATG4B inhibitor, hIAP act
COC(=O)CSc1ccnc2cc(Cl)ccc12
 : 2, -0.2, -14, 6, 0, 14, -4, 1.1
O=S(=O)(c1ccc(Cl)c(NC(=S)Nc2cccc(O)c2)c1)N1CCOCC1
 : 3, 0.1, 10, -10, 5, 13, -2, 1
O=C(CCS(=O)(=O)c1ccc(Cl)cc1)Nc1ccc(N2CCOCC2)cc1
 : 1, 4.3, 3, 11, -2, 21, 0, 0.87

(cont.)
Molecule	SENP1 FRET inh	MPTP inh	SENP6 inh	PfG6PD inh	NR3A LBD binder	SENP8 block	ATG4B inhibitor	hIAP act
COc1ccccc1C=CC(=O)C=Cc1ccccc1OC	-8	3.9	nt	31	1	-4	1	nt
O=C1CN(S(=O)(=O)c2ccc(Cl)cc2)CC(=O)N1CCc1ccccc1	3	4.8	-6	-7	3	11	-2	0.92
CC1CCCCN1S(=O)(=O)c1ccc(N(C(=O)c2cnccn2)C(C(=O)NC2CCCC2)c2cccs2)cc1 (configuration not stated)	0	4.5	-6	4	-6	6	-8	0.84
CCC(C)[C@@H](C(=O)Nc1ccc(OC)c(OC)c1)N1Cc2ccccc2C1=O (some centres not stated)	0	-0.6	6	4	-2	10	-4	0.93
N/C(=N\S(=O)(=O)c1cc(C(F)(F)F)cc(C(F)(F)F)c1)c1ccncc1	-3	3.3	-2	5	15*	3	-3	0.91
Cc1ccc(N2C(=O)CC(C)CC2=O)cc1	1	0.3	0	3	-4	7	0	1
Cc1ccc(-c2csc3ncnc(N4CCN(S(=O)(=O)c5ccc(C#N)cc5)CC4)c23)cc1	-1	-0.5	nt	14	nt	3	nt	nt
CN(C)S(=O)(=O)c1ccc(C(=O)OCC(=O)Nc2cccnc2Cl)cc1	1	0.6	-1	-5	-2	6	11	1.2
O=C(NCc1ccccc1)C1CC(=O)N(c2ccc(OCC(=O)N3CCOCC3)cc2)C1 (configuration not stated)	2	-1.1	12	-17	0	11	5	0.92
COc1ccc2cc(CCNC(=O)CCc3ccccc3)c(=O)[nH]c2c1	2	0.0	-3	-7	0	-54	3	1.1
COc1ccc(N2CC(C(=O)N[C@@H](C)C(=O)N3CCCCC3)CC2=O)cc1 (some centres not stated)	1	-0.3	11	-1	-1	0	0	0.87
Cc1ccc(-c2cc(C(=O)NC3=NCCS3)c3ccccc3n2)cc1C	-3	1.9	nt	11	-2	-65	18	nt
CCC(CC)NC(=O)CSc1nnc(-c2ccc(OC)cc2)n1C(C)C	2	-2.7	-12	8	0	0	-12	1.1
COC(=O)c1cc(F)c(-n2cncn2)c(F)c1	3	-0.8	-11	-8	5	18	7	0.98
COc1ccc(CCC(C)Nc2ccc(F)c(F)c2)cc1 (configuration not stated)	2	1.7	0	13	1	1	-12	1
CCCC(=O)N1CCN(Cc2nc3cc([N+](=O)[O-])ccc3n2C)CC1	1	0.5	4	-9	0	17	-4	1.1
